Bioassay records deposited in PubChem by several laboratories.
STK33 inh: inhibitors of human STK33 kinase | hit rate 0.073% among 320,000 | inhibition, % at 10 µM | purified STK33, MBP phosphorylation, ADP-Glo luminescence;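 active means inhibition at or above 25%, using the most active replicate where run in duplicate; inactive means inhibition below 25%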
Target sequence (Q9BYT3 whole entry, looked up): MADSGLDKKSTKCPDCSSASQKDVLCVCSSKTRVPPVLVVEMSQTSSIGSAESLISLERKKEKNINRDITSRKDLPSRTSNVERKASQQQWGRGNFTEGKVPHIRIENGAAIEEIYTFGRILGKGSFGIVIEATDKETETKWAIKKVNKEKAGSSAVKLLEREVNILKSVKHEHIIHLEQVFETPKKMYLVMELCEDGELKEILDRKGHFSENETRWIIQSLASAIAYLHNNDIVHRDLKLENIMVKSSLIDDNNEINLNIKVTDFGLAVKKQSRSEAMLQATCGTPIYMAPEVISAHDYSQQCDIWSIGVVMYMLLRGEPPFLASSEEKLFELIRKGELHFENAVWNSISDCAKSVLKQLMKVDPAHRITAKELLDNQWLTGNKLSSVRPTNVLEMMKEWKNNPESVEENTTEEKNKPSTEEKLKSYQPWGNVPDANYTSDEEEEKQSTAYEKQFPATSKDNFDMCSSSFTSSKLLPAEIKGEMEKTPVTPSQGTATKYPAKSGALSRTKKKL
Kir21 block: inhibitors of mouse Kir2.1 inward-rectifier potassium channel. P35561. HEK293-Kir2.1, FluxOR thallium flux fluorescence; hits give low values. B-score at 10 µM. hit rate 0.85% among 310,000. AID 1672;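 active means fluorescence ratio B-score at or below minus 3 SD of library scores, with starting-brightness B-score within 2 SD, cut at about -4.2 in these data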;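 further: channel flux triggered by added potassium and thallium sulfate stimulus; B-score of peak minus minimum fluorescence over baseline after thallium stimulus; more negative B-score means stronger Kir2.1 block with less thallium influx; some compounds called inactive have numbers as strong as hits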
Target sequence (P35561 whole entry, looked up): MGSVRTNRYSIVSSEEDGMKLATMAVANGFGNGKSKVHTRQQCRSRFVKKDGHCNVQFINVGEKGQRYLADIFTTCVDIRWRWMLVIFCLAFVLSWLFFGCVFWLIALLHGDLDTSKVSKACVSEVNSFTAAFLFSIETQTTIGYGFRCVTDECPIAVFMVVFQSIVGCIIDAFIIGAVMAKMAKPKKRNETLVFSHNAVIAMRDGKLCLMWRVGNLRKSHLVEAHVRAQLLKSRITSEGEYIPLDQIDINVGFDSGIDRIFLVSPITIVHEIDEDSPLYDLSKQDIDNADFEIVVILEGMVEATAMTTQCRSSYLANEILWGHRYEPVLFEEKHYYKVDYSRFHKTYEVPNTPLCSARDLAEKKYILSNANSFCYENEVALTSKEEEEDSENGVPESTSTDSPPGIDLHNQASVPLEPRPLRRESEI
An asterisk follows results filed as active; · = not tested or not shown. Outcome played no part in choosing rows (roughly 0.84% active in at least one column).

SMILES	STK33 inh	Kir21 block
Cc1nn2c3c(cnc2c1-c1ccc(Cl)cc1)C(=O)CC(c1ccco1)C3 (stereo not given)	1.6	-0.1
OC(CN1CCN(c2ncc(C(F)(F)F)cc2Cl)CC1)c1ccccc1 (stereo not given)	-2.3	-0.55
O=S(=O)(N1CCCCC1)N1CCN(c2ccccc2F)CC1	-1.3	-2.2
CCCOc1cc(CN2CCCCC2)cc(C(C)=O)c1	-1.3	-0.56
Cc1ccc(S(=O)(=O)NCC(=O)N(CC(=O)NC2CCCCC2)Cc2ccco2)cc1	1.1	-0.62
O=C(N/N=C/c1ccc([N+](=O)[O-])o1)c1cccc(S(=O)(=O)N2CCOCC2)c1	0.6	-1.9
COC(=O)c1sccc1-c1ccc(/C=N/OCc2c(Cl)cccc2Cl)o1	-1.7	0.52
CCOC(=O)N1CCN(C(=O)c2cc3c(-c4cccc(OC)c4)nn(C)c3s2)CC1	-0.4	0.73
O=C(NNc1c(Cl)cc(Cl)cc1Cl)c1cccc([N+](=O)[O-])c1	-1.4	-2.2
Cc1cc(C)nc(/N=C2\NC(=O)CC(C(=O)O)N2c2ccc(Oc3ccccc3)cc2)n1 (stereo not given)	-1.6	-0.12
Cc1cc(C)n(CC(=O)N/N=C/c2cc(Br)cc([N+](=O)[O-])c2O)n1	-0.1	1.4
COc1ccc(CNC(=O)c2ccc3c(=O)n(-c4ccccc4)c(=O)[nH]c3c2)cc1	0.1	-0.72
COc1ccc(NC2c3ccccc3C(=O)N2Cc2ccccc2Cl)cc1OC (stereo not given)	-0.3	0.02
CCC(CC)c1nnc(NC(=O)C2CCCO2)s1 (stereo not given)	-1.3	0
O=C(Nc1cccc(N2C(=O)C3CCCCC3C2=O)c1)c1ccccc1 (stereo not given)	-0.4	1.5
CCc1nc2nc(C)c(NS(=O)(=O)c3ccc(F)cc3)c(=O)n2[nH]1	-0.7	0.77
COC(=O)Cn1c(=NC(=O)c2ccc(S(=O)(=O)N3CCc4ccccc4C3)cc2)sc2cc(OC)ccc21	-3.7	-0.15
COc1cccc(C2CCCN2Cc2nc(-c3sccc3C)oc2C)c1 (stereo not given)	0.1	-0.99
CC1=C(C(=O)OC2CCCCCCC2)C(c2ccc(O)cc2)NC(=O)N1 (stereo not given)	0.6	0.61
COCCn1cnnc1SCC(=O)Nc1sccc1C(N)=O	-1.9	1.1
Cn1nnnc1Sc1ncnc2scc(-c3ccc(Br)cc3)c12	0.1	·
Cc1c(CCOC(=O)C23CC4CC(CC(C4)C2)C3)sc[n+]1CC#N	-4.1	-1.6
CC(NC(=O)C(=O)NN=C1CCC(C(C)(C)C)CC1)c1ccccc1 (stereo not given)	0.2	-0.81
O=C(COc1ccccc1)Nc1cccc(-c2nc3cc4ccccc4cc3[nH]2)c1	2.4	0.3
c1ccc2c(c1)nc(N1CCOCC1)c1nnnn12	1.7	0.96

Reformatted as comma-separated lines: 5 of the compounds above
mol,STK33 inh,Kir21 block
OC(CN1CCN(c2ncc(C(F)(F)F)cc2Cl)CC1)c1ccccc1 (stereo not given),-2.3,-0.55
CC(NC(=O)C(=O)NN=C1CCC(C(C)(C)C)CC1)c1ccccc1 (stereo not given),0.2,-0.81
CC1=C(C(=O)OC2CCCCCCC2)C(c2ccc(O)cc2)NC(=O)N1 (stereo not given),0.6,0.61
Cn1nnnc1Sc1ncnc2scc(-c3ccc(Br)cc3)c12,0.1,·
Cc1cc(C)nc(/N=C2\NC(=O)CC(C(=O)O)N2c2ccc(Oc3ccccc3)cc2)n1 (stereo not given),-1.6,-0.12

Next section:
SMILES	STK33 inh	Kir21 block
CCOC(=O)c1c(C)[nH]c(C(=O)COC(=O)CCC(=O)c2ccc3c(c2)OCCO3)c1C	-0.5	-2.3
CCOc1cc(N2CCOCC2)c(OCC)cc1NC(=O)COC(=O)/C=C/c1ccc(OC(F)F)cc1	·	1.3
CC(C)OCCCn1c(=S)[nH]c2cc3c(cc2c1=O)OCO3	-0.2	1.1
COc1cc2c(cc1OC)CN(C(=O)Cc1c(F)cccc1Cl)CC2	-1.2	3.3
COc1cccc(NC(=O)CN(C)CC(=O)Nc2ccc(Br)cc2)c1	-0.7	-0.36
CC(C)(C)NC(=O)NC(=O)COC(=O)c1ccc(OC(F)(F)F)cc1	-2.0	0.85
O=C(COC(=O)c1cc(=O)[nH]c2ccccc12)Nc1ccc(Cl)cn1	0.1	0.89
COc1cc(OC)cc(C(=O)NCCn2ccc3ccccc32)c1	1.2	-0.12
CCOc1ccc(N(CC)C(=O)Cc2c(C(=O)O)n(C)c3ccccc23)cc1	0.1	0.77
Cc1ccccc1NC(=O)Cn1c(=O)n(C)c2ccccc21	-1.3	-0.23
CCn1c(SCC(=O)O)nnc1-c1ccccc1	-2.4	0.35
CCc1ccc(-c2ccc(SCc3ccccn3)nn2)cc1	-0.7	-1.2
COc1ccc(OC)c(-c2c(=O)n(OCc3ccccc3Br)c3ccccc3[n+]2[O-])c1	-0.9	1.2
NC(=O)C1CCN(CC(=O)Nc2ccccc2Sc2ccc(Cl)cc2)CC1	3.1	-1
c1ccc(Cc2noc(CN3CCN(Cc4ccc5c(c4)OCO5)CC3)n2)cc1	-1.7	-1.1
CNc1oc(-c2ccccc2Cl)nc1P(=O)(c1ccccc1)c1ccccc1	1.3	0.71
Cn1ncc(Cl)c1C(=O)Nc1cc(C(F)(F)F)ccc1F	-0.3	-0.83
CCOc1ccccc1C(=O)Nc1ccccc1C(N)=O	-1.7	1.2
CCOC(=O)C1CCN(S(=O)(=O)c2ccc3c(c2)N(C(C)=O)CC(C)S3)CC1 (stereo not given)	-0.1	-0.96
CC(C)(C)C(C(Oc1ccc(Cl)cc1)n1cncn1)n1nnnc1C(c1cccc(Cl)c1)N1CCCCC1 (stereo not given)	-0.6	-0.5
Nc1n[nH]c(C(F)(F)F)c1-c1ccccc1	0.0	0.5
CCOc1ccc2[nH]c(=O)c(CN(CCN3CCCC3)C(=S)Nc3ccccc3OC)cc2c1	-1.9	-0.79
CCN1CCN(C(=O)c2ccc3c(c2)c(C)c(C)n3Cc2ccccc2)CC1	0.2	-0.92
Cc1ccc(S(=O)(=O)N2[C@@H](c3ccc(F)cc3)C(C(=O)O)=C[C@H]2CC2CCCC2)cc1	-1.0	·
CN(C)S(=O)(=O)c1ccc(C(=O)NCC(C)(C)N2CCOCC2)cc1	-0.8	-2.1
Further structures.
SMILES	STK33 inh	Kir21 block
COc1ccc(C(=O)N/C(=C\c2cn(S(=O)(=O)N(C)C)c3ccccc23)C(=O)NCCCN2CCOCC2)cc1	-1.4	0.69
O=C(NC1CCCCC1)c1ccc(S(=O)(=O)N2CCOCC2)cc1	2.6	-0.37
CCC(C)c1ccc(NC(=S)NCc2cccnc2)cc1 (stereo not given)	-0.8	-1.7
COc1ccc(N2C(=O)C(CC(=O)Nc3ccccc3)N(Cc3ccccn3)C2=S)cc1 (stereo not given)	-0.8	-1.2
O=C(Nc1ccc(Cl)cc1)Nc1cccc2nsnc12	2.5	1.2
CN(Cc1cccc(Cl)c1Cl)c1ccc(S(=O)(=O)N2CCCCC2)cc1[N+](=O)[O-]	-1.8	-0.33
COc1ccccc1N1C(=O)c2ccc(C(=O)Nc3nccs3)cc2C1=O	0.5	-1.4
CC(C)(C)N(NC(=O)Nc1ccccc1)C(=O)c1ccccc1	1.0	-1.8
CCOC(=O)N1CCN(S(=O)(=O)c2ccc(C(=O)NNc3nc4c(C)cccc4s3)cc2)CC1	-0.8	-0.5
Cc1ccc(-c2cc(C(=O)Nc3ccc(S(=O)(=O)Nc4cc(C)on4)cc3)c3ccccc3n2)c(C)c1	-1.9	0.24
CC(C)(C)NC(=O)/C(=C\c1ccco1)NC(=O)c1ccco1	-2.8	1.2
O=C(NC(=S)NCC1COc2ccccc2O1)c1ccccc1 (stereo not given)	-0.2	-0.04
O=C(CN1CCN(Cc2ccc(F)cc2)CC1)NCCc1ccccc1	0.2	-0.27
O=C(Nc1ccc(-c2csc(Nc3cccc(C(F)(F)F)c3)n2)cc1)c1cccc(C(F)(F)F)c1	-2.7	0.09
CCOc1ccc(S(=O)(=O)N2CCN(C(=O)c3cc4ccccc4o3)CC2)cc1	0.9	·
NC(=O)C1Cc2ccccc2CN1C(=O)c1nn(Cc2ccccc2)c(=O)c2ccccc12 (stereo not given)	2.0	·
Cc1cccc(N(C)C(=O)CCS(=O)(=O)c2cc3c(cc2Cl)NC(=O)CO3)c1	0.2	0.2
O=C(Nc1ncc(Cc2cccc(Cl)c2Cl)s1)c1ccc([N+](=O)[O-])cc1	0.2	-0.14
O=C1CCCCCCCN1Cc1ccccc1	-1.5	0.04
C/C(=N\NC(=O)c1cccs1)c1ccc2ccccc2c1	-0.6	0.68
CCN(Cc1ccncc1)C(=O)C1CCN(S(=O)(=O)c2cccs2)CC1	-0.3	0.92
CC1=C(C(=O)O)N2C(=O)C(NC(=O)c3nn(C)cc3[N+](=O)[O-])C2SC1 (stereo not given)	-5.0	-1.2
Cc1ccc(C)c(C(=O)OCC(=O)Nc2cccc(S(=O)(=O)NC3=NCCCCC3)c2)c1	-1.3	1.5
O=C(CNC(=O)C1CCCCC1)NCCCO	-3.3	-1.4
COc1ccccc1CNC(=O)C1CCN(S(=O)(=O)c2ccc(-n3cnnn3)cc2)CC1	-2.1	2
Further results follow.
SMILES	STK33 inh	Kir21 block
COCCNC(=O)Cn1cc(/C=N/NC(=O)c2ccc(Oc3ccc(O)cc3)cc2)c2ccccc21	-1.1	-1.2
COc1ccc2oc(=O)c(C(=O)NCc3ccccc3)cc2c1	-0.8	0.08
CC(C)c1ccc(CNC(=O)C(=O)NCCCn2ccnc2)cc1	-0.7	0.02
CN(N=Nc1cccc([N+](=O)[O-])c1)c1ccccc1	0.3	0.22
CC(=O)N1[C@H](Cc2ccccc2)C=C[C@]1(C)C(=O)NCCc1c[nH]c2ccccc12	-1.1	1.2
Cc1cc(NC(=O)CN(C)S(=O)(=O)c2cccc(Cl)c2)no1	-3.1	-0.53
CCOc1ccc(C2Nc3ccc4ccccc4c3-c3c2c(=O)oc2ccccc32)cc1 (stereo not given)	0.1	-0.69
Cc1ccccc1-c1nc(C#N)c(NCc2ccco2)o1	-0.7	0.21
S=C(c1ccc(-c2ccc(Cl)cc2Cl)o1)N1CCCC1	-2.2	0.9
COC(/C=C/Nc1ccc(Br)cc1)=C(C#N)C#N	0.2	0.81
C=CCN1CC(=O)N2C(c3ccccc3)c3[nH]c4ccccc4c3C[C@H]2C1=O (stereo not given in full)	-0.8	1.8
COc1cc(C(=O)NCC(=O)N/N=C/c2ccco2)cc(OC)c1OC	-0.2	0.11
O=C(Nc1ccccc1N1CCOCC1)c1cnccn1	-1.3	-0.11
CS(=O)(=O)c1ccc(Cl)c(NC(=O)Cc2c(F)cccc2Cl)c1	-1.3	-0.17
COCCCn1c(C23CC4CC(CC(C4)C2)C3)n[nH]c1=S	0.2	-1.1
Cc1ccc2c(c1)N(C(=O)CCC(=O)NCCN1CCOCC1)CCO2	1.3	-0.09
COc1ccc(CNS(=O)(=O)CCNC(=O)c2cccc(OC)c2)cc1	-0.8	-1.5
COc1ccccc1NC(=O)Cc1c(F)cccc1Cl	-0.3	1.1
CCC(C)NC(=O)c1ccc2c(c1)N(Cc1ccccc1)C(=O)CS2 (stereo not given)	-0.4	0.32
O=C(NCCCn1ccnc1)C1c2ccccc2Oc2ccccc21	-1.4	-1.4
CC(C)(C)OC(=O)[C@H](Cc1ccccc1)NC(=O)c1nc[nH]c1C(=O)NC1CCN(C(=O)OC(C)(C)C)CC1	-0.4	-0.6
CCN(c1ccccc1)S(=O)(=O)c1ccc(N2CCN(c3ccc(OC)cc3)CC2)nc1	-1.0	·
CCN(CC)S(=O)(=O)c1cc(NC(=O)C(C)N2CCc3ccccc32)ccc1C (stereo not given)	-0.9	1.9
C=CCOC(=O)C1=C(C)OC(N)=C(C#N)C1c1ccc(F)cc1 (stereo not given)	-1.4	-0.21
C=CCn1c(N)cc(=O)nc1SCC(=O)Nc1ccc2ccccc2c1	-2.4	1.5
Additional records.
SMILES	STK33 inh	Kir21 block
COc1ccc(N2CCN(C(=O)COC(=O)CCS(=O)(=O)c3ccc(C)cc3)CC2)cc1	-1.8	0.49
COc1ccc(C(=O)Oc2ccc3c(C)cc(=O)oc3c2C(C)=O)cc1	2.0	0.98
O=C(c1cccc(C(F)(F)F)c1)N1CCc2c([nH]c3ccccc23)C1C(F)(F)F (stereo not given)	-1.8	-0.6
CCCSc1ccc([C@@H]2[C@H]3C(=O)N(CC)C(=O)[C@H]3[C@]3(C(=O)OC)CCCCN23)cc1OC	1.0	-0.01
Cc1cc(C(=O)COC(=O)CC2Sc3ccccc3NC2=O)c(C)n1-c1ccccc1 (stereo not given)	-2.0	-1
COc1ccc(OC)c(-c2nnc(-c3ccc(C)o3)o2)c1	-1.1	0.71
Cc1ccc(SCC(=O)Nc2ccc3c(c2)OCCO3)cc1	-0.7	-1.1
C/C(=N\NC(=S)NCCc1ccccc1)c1ccc(C)cc1	0.0	1.9
CC(CCc1ccccc1)NC(=O)C1CCCN(c2nnc(-n3cccc3)s2)C1 (stereo not given)	0.4	0.04
COc1ccc(CNC(=O)CN(Cc2ccco2)C(=O)CNS(=O)(=O)c2ccc(F)cc2)cc1	0.5	0.04
Cc1cccc(CCNS(=O)(=O)c2ccc(S(=O)(=O)NC3CCCC3)cc2)c1	2.6	0.16
Cc1noc(C)c1C1(O)CCCCCCCCCCC1	-1.2	0.07

Record cards, from the list above. Order of values: STK33 inh | Kir21 block
Cc1noc(C)c1C1(O)CCCCCCCCCCC1 is entered as -1.2 | 0.07
CCCSc1ccc([C@@H]2[C@H]3C(=O)N(CC)C(=O)[C@H]3[C@]3(C(=O)OC)CCCCN23)cc1OC is entered as 1.0 | -0.01
Cc1ccc(SCC(=O)Nc2ccc3c(c2)OCCO3)cc1 is entered as -0.7 | -1.1
Cc1cc(C(=O)COC(=O)CC2Sc3ccccc3NC2=O)c(C)n1-c1ccccc1 (stereo not given) is entered as -2.0 | -1
COc1ccc(CNC(=O)CN(Cc2ccco2)C(=O)CNS(=O)(=O)c2ccc(F)cc2)cc1 is entered as 0.5 | 0.04
